P. falciparum M17LAP = P. falciparum M17LAP inhibitors, primary screen, biochemical, fluorogenic H-Leu-NHMec substrate, 1536-well (AID 1619). recombinant M17LAP, H-Leu-NHMec fluorogenic kinetic assay; higher % means a stronger effect. one-dose inhibition, % at 30 µM; IC50 in µM for titrated hits. hit rate 0.38% among 220,000;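 active = compound inhibiting the enzyme by more than half at any dose during confirmatory dose-response retesting; inconclusive = strong single-dose inhibitors picked by rank but not retested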;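 also: plate controls were full reaction with DMSO carrier for no effect and no enzyme background for full effect; strong numbers were not always called active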
MT stabilizer = microtubule stabilization, imaging screen; % tubulin-high responders, % at 10 µM; HeLa tubulin immunostaining HCS, 24 h; share of cells brighter than vehicle mean+2SD; hit rate 0.83% among 200,000;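 active = plate Z-score above 3 for both tubulin-high and condensed-nucleus cell shares, with cell loss under 80%, at 10 µM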;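 also: anti alpha tubulin signal scored within the nucleus-defined area of each cell; some results filed as inactive read as strong as hits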
b-catenin transl = alters nuclear translocation of beta-catenin in HeLa cells; nuclear translocation activity, % at 5 µM; immunofluorescence imaging; hit rate 0.3% among 190,000; AID 1665;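 active = nuclear translocation activity above 50% at 5 µM, with a well cell count of 50 or more; inconclusive = wells under 50 cells across six images, flagged as toxic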;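 also: per-cell ratio of nuclear to cytoplasmic median beta-catenin stain intensity; plate controls were DMSO negative control for no effect and GSK-3 inhibitor IX positive control for full effect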
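Test system: HeLa cells, endogenous beta-catenin; Compound: single 5 µM dose plus 0.02–20 µM confirmation series; Times: compound exposure 24 h at 37°C; Signal: fluorescence imaging of beta-catenin antibody stain plus DAPI; Read-out: % activation, nuclear-to-cytoplasmic median beta-catenin signal ratio per cell.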
K1F lysis inhibition = inhibition of K1F phage lysis, E. coli UTI89, bacterial capsule biogenesis inhibitors, alamar blue (AID 488966) | E. coli UTI89 K1F phage lysis, alamar blue, 2 h; higher % means a stronger effect | inhibition, % at 100 µM, or IC50 in µM where a hit was titrated | hit rate 0.02% among 340,000;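 active = phage lysis inhibition, versus mean bacterial control, above a set limit; inconclusive = no clear call, values can overlap the other calls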;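 also: capsule biogenesis inhibitors block K1F phage lysis so surviving cells raise fluorescence; higher fluorescence means more inhibition of phage lysis; actives were called in the ten point dose series up to 300 µM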
P. falciparum M1AAP = malaria alanyl aminopeptidase activity blockers – biochemical, fluorogenic H-Leu-NHMec substrate, 1536-well (AID 1445); recombinant M1AAP, H-Leu-NHMec fluorogenic kinetic assay; higher % means a stronger effect; inhibition, % at 30 µM, or IC50 in µM where a hit was titrated; hit rate 0.42% among 220,000;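 active = primary inhibition above the hit cutoff, then over 50% inhibition at one or more dose response concentrations, cut at about 23% in these data, passing the limit was not always enough; inconclusive = conflicting primary data, or primary hits not chosen for dose response; inactive = low primary inhibition, or under 50% at every dose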;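 also: plate controls were DMSO full reaction for no effect and no enzyme background for full effect; strong numbers were not always called active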
Autophagy mod = modulators of autophagy; hit rate 0.98% among 190,000; calls only at 10 µM (by protocol); MEF GFP-LC3 puncta imaging; test concentration mostly 10 µM;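 active = percentage of spot-positive cells more than 3 SD above its plate mean, without a fluorescence outlier flag or 80% toxicity; inconclusive = no clear call, values can overlap the other calls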;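 also: spot-positive cell cutoff set from DMSO-treated cells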
Dynein cargo inh = dynein cargo transport inhibition; z-score, hits read low; AID 1381; hit rate 0.47% among 220,000; 3617.4 mouse cells, GR-EGFP nuclear translocation imaging; test concentration mostly 20 µM; stimulated with dexamethasone, 1 µM; active compounds read low;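 active = plate z-score of nuclear minus cytoplasmic receptor signal below a set negative limit, without overly bright fluorescence or cell loss, cut at about -3.5 in these data, passing the limit was not always enough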;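 also: z-score of nuclear minus cytoplasmic ring GR-EGFP intensity difference per well; some compounds called inactive have numbers as strong as hits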
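Also added: dexamethasone, 1.0 µM final. Medium: tet-free, stripped-serum medium. Detection: fixed, Hoechst-stained cells imaged at 10x for EGFP. Read-out: nuclear-to-cytoplasmic GR-EGFP distribution per well. Times: induction 48 h, compound 1 h, agonist 30 min.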
Insulin prom up = MIN6 insulin promoter up-regulation. MIN6 insulin promoter-GFP reporter, high-content imaging; active compounds read high. z-score at 5 µM. hit rate 0.3% among 190,000. AID 1625;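 active = z-score above 3 at 5 µM with at least 500 cells counted in the well; inconclusive = wells under 500 cells, flagged as cytotoxic or low count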
ER stress rescue = rescue of cells from ER stress-induced death, primary screen, 384-well, CSM14.1, thapsigargin, ATP luminescence (AID 1222) | CSM14.1 thapsigargin-induced death rescue, ATP luminescence; higher % means a stronger effect | one-dose cellular ATP content (survival), % at 20 µM; EC50 in µM for titrated hits | 190,000 tested, under 10 active;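 active = EC50 below 50 µM in the dose-response confirmation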;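 also: death triggered by thapsigargin at about 15 µM added after 2 h compound pretreatment; cell ATP read after overnight thapsigargin exposure of roughly 18 to 22 hours; normalized against plate controls of thapsigargin alone and 5% DMSO vehicle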
Dynein cargo inh cytoplasmic EGFP = recorded beside Dynein cargo inh, whose call it bears; z-score; measured here: cytoplasmic GR-EGFP intensity; active compounds read high
Dynein cargo inh nuclear GR-EGFP = second read-out of Dynein cargo inh, no call of its own (marks repeat the call); z-score; measured here: nuclear GR-EGFP intensity;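 lower value marks the stronger effect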
Dynein cargo inh cell count = second read-out of Dynein cargo inh, no call of its own (marks repeat the call); z-score; measured here: cell count per field
Insulin prom up cell count = recorded beside Insulin prom up, whose call it bears; cell count; measured here: cytotoxicity, nuclei count;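 total cells summed across four imaged fields per well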
b-catenin transl cell count 5 µM = second read-out of b-catenin transl, no call of its own (marks repeat the call); cell count; measured here: cell count, cytotoxicity flag
MT stabilizer Hoechst-high % = also measured in MT stabilizer; calls as there; % Hoechst-high responders; measured here: nuclear condensation Hoechst responders;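 share of cells brighter than vehicle mean plus two SD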
MT stabilizer cytotoxicity % = recorded beside MT stabilizer, whose call it bears; toxicity, %; measured here: cytotoxicity by cell density;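 0% = mean cell density of plate MIN control wells and 100% = no cells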
Autophagy mod cell loss 18 h = second read-out of Autophagy mod, no call of its own (marks repeat the call); toxicity, %; measured here: cell loss, nuclei count;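 cell loss after 18 h compound exposure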
An asterisk follows results filed as active; i = inactive; ? = inconclusive; nt = not tested or not shown; [ ] = remark or other dose.

SMILES	P. falciparum M17LAP	MT stabilizer	MT stabilizer Hoechst-high %	MT stabilizer cytotoxicity %	b-catenin transl	b-catenin transl cell count 5 µM	K1F lysis inhibition	P. falciparum M1AAP	Autophagy mod	Autophagy mod cell loss 18 h	Dynein cargo inh	Dynein cargo inh cytoplasmic EGFP	Dynein cargo inh nuclear GR-EGFP	Dynein cargo inh cell count	Insulin prom up	Insulin prom up cell count	ER stress rescue
COc1cc(C(=O)OCC(=O)NC2CCCC2)cc(NC(=O)c2ccco2)c1OC	3%	2.1	2.2	7.0	-5.3	959	0.4%	0%	i	-19	-0.29	-0.24	0.019	0.78	-1.2	1219	-0.5%
Cc1ccc(NC(=O)c2ccccc2O)cc1	-1%	5.3	1.9	6.9	-2.5	1238	-0.1%	12%	i	-4	0.049	-0.18	0.27	0.52	0.21	1115	-4.8%
O=C(CCn1c2c(c3ccccc31)CCCC2)NNC(=O)c1ccc(Cl)c([N+](=O)[O-])c1	20%	3.2	3.4	8.6	0.6	1085	0.2%	5%	i	-4	0.57	-0.26	0.41	-0.76	-0.49	1512	-1.8%
CCCN1C(=O)C(NS(=O)(=O)c2ccc(N)cc2)(C(F)(F)F)C(C(=O)OC)=C1C (stereo unspecified)	10%	3.3	0.2	36	-4.2	1223	0.3%	3%	i	2	0.15	-0.24	0.22	0.43	0.45	1236	-4.1%
CC(C)CN(C(=O)c1cc2ccccc2o1)c1c(N)n(CC(C)C)c(=O)[nH]c1=O	-2%	4.6	0.9	9.5	-1.6	1099	4.0%	3%	i	15	-0.58	-0.21	-0.25	-0.099	0.13	1583	0.0%
C#CCN(C#N)c1nc(NCC)nc(NC(C)C)n1	15%	3.2	1.8	6.1	nt	nt	3.4%	7%	i	1	-0.74	-0.25	-0.55	0.42	-0.4	1312	-0.8%
Cn1c(SCC(=O)N2CCc3ccccc32)nnc1C1CC1	5%	2.1	2.0	4.4	1.8	1130	-1.1%	8%	i	-1	-0.73	-0.21	-0.29	0.57	-0.24	1037	-0.7%
O=C(CSCc1cnn(-c2ccccc2)c1-n1cccc1)NCCN1CCOCC1	-3%	2.3	1.2	18	nt	nt	0.4%	1%	i	-12	-0.43	-0.16	-0.051	0.63	-0.53	841	-0.5%
CC(C)Oc1cc(O)c2c(=O)c(-c3ccc(O)cc3)coc2c1	5%	4.7	2.4	6.9	0.6	1115	0.3%	1%	i	-1	2.1	-0.092	1.2	-1.2	0.59	2170	-3.3%
O=C(CN1C(=O)NC2(CCc3ccccc32)C1=O)c1ccc2c(c1)OCCO2 (stereo unspecified)	3%	3.4	2.0	15	-2.1	1214	-0.4%	4%	i	-14	-1.1	-0.2	-0.25	0.66	0.75	1300	-0.8%
CCOC(=O)CP(=O)(c1ccccc1)c1ccccc1	-3%	1.0	1.1	5.8	nt	nt	-0.1%	9%	i	-2	0.53	0.17	0.28	-0.32	nt	nt	-1.4%
Cc1nc(C)c(C(=O)Nc2nc3c(C)cccc3s2)o1	11%	2.9	1.6	5.7	0.4	1412	-1.4%	4%	i	-21	-0.58	-0.25	-0.056	0.74	0.24	1397	0.1%
CCn1cc(CN2CCCC(CO)(Cc3cccc(Cl)c3)C2)cn1 (stereo unspecified)	nt	3.1	1.6	5.4	1.2	1010	-0.1%	nt	i	-11	0.11	-0.054	0.52	0.83	0.43	1378	-1.0%
Cc1c(NS(=O)(=O)c2cccc(C(=O)NCc3ccncc3)c2)c(=O)n(-c2ccccc2)n1C	-17%	0.8	1.4	20	-2.9	1235	0.6%	-2%	i	1	-0.8	-0.34	-0.38	0.8	0.23	841	-1.3%
CC(=O)NNc1cccc(Cl)n1	4%	3.8	1.3	8.3	1.1	1368	0.1%	9%	i	4	0.61	-0.21	1	-0.086	0.99	1324	-3.2%
CCc1nc(C)cc2c1sc1ccccc12	13%	nt	nt	nt	4.1	993	nt	14%	nt	nt	-0.97	-0.19	-0.17	0.95	-0.09	1136	nt
CCOc1cc(/C=N/NS(=O)(=O)c2ccc(OC)cc2)ccc1OCCN1CCOCC1	10%	1.3	3.3	10	-0.5	1007	-0.1%[50 µM]	-2%	i	1	0.25	-0.014	-0.12	-0.51	-0.28	2336	-1.7%
CCCCC(Sc1nc(N)c(NC(=O)c2ccc(OC)cc2)c(=O)[nH]1)C(=O)O (stereo unspecified)	1%	2.5	3.8	9.0	0.0	1096	0.3%	2%	i	2	0.083	-0.21	0.35	-0.029	0.42	1244	-5.6%
C(=N\Nc1nc2ccccc2[nH]1)/c1ccccn1	5%	2.5	3.0	23	nt	nt	-0.1%	10%	i	30	-0.23	-0.35	-0.46	0.99	?	nt	-3.9%
O=C(Nc1ccccc1)C1=C[C@H](c2coc3ccccc3c2=O)C[C@H](OCc2ccc(CO)cc2)O1	-3%	2.9	1.5	4.1	-1.4	1088	-0.2%	10%	i	-3	-0.15	-0.3	0.19	-0.43	0.77	1446	4.2%
O=C(Nc1ccn(Cc2ccc(Cl)cc2)n1)c1ccc2c(c1)OCO2	-8%	3.3	2.4	3.6	-4.0	1295	5.2%	13%	i	-3	-0.83	-0.23	-0.36	0.092	0.22	1296	4.1%
COCCCNC(=S)NNC(=S)Nc1ccc(OC)cc1	-13%	nt	nt	nt	0.6	1308	nt	-5%	nt	nt	0.71	-0.23	0.99	0.012	0.66	899	nt
COC(=O)CN1C(=O)C(O)=C(C(C)=O)C1c1ccc([N+](=O)[O-])cc1 (stereo unspecified)	2%	1.9	1.8	8.5	-2.7	1101	0.2%	-1%	i	14	-0.27	-0.24	0.19	0.94	nt	nt	-3.0%
CCCNc1nc(-c2cc(-c3ccc(Cl)cc3)on2)cc(C(C)C)n1	-2%	nt	nt	nt	-2.9	1160	0.8%	4%	nt	nt	-0.61	-0.75	-0.22	0.23	-0.67	1082	nt
CCC1CCCCN1CCCNC(=O)COc1cc(=O)n(C)c2ccccc12 (stereo unspecified)	16%	3.6	1.8	10	0.1	934	0.3%	7%	i	3	0.041	-0.42	-0.15	-0.081	-0.83	1341	2.3%
COc1cc(/C=N/n2cc(-c3ccccc3)[nH]c2=S)cc(OC)c1O	7%	nt	nt	nt	0.5	1302	0.1%	12%	nt	nt	0.54	-0.26	0.16	-0.64	-0.73	1089	nt
Cc1cc(Cl)ccc1OCc1nc(-c2ccncc2)no1	-1%	6.8	2.4	7.1	-1.1	1078	nt	-2%	i	14	-0.29	-0.33	0.12	1.2	0.24	1194	0.1%
Clc1nc(-c2n[nH]nc2Cl)n[nH]1	5%	4.1	2.3	12	-1.9	1223	0.0%	-2%	i	-13	-0.13	-0.22	0.37	0.21	0.74	1896	-1.5%
Cc1cccc(NC2=NC(C)(C)N=C(N)N2)c1C	-6%	3.3	2.3	8.8	-5.2	987	-0.4%	9%	i	8	-0.35	-0.23	-0.1	1.1	-0.64	1201	2.1%
COc1ccc(CC(=O)Nc2nnc(C(C)(C)C)s2)cc1OC	9%	4.5	1.1	8.1	-0.2	1475	0.1%	6%	i	2	0.12	-0.055	0.096	0.68	-0.44	1284	6.0%
CN(C)c1ccc(C(CNS(=O)(=O)c2ccc(F)c(F)c2)c2c[nH]c3ccccc23)cc1 (stereo unspecified)	8%	4.8	2.5	10	-2.5	548	0.4%	0%	i	-1	-0.2	-0.31	-0.45	0.4	0.47	1340	-0.3%
COc1cc(NC(=O)Cn2nc(Cc3cccnc3)c3ccccc3c2=O)cc(OC)c1OC	12%	2.6	2.6	3.4	nt	nt	-0.4%	2%	i	1	0.67	-0.078	0.47	-0.47	-0.72	825	1.6%
Nc1cc(C(=O)O)ccc1N1CCCCC1	11%	2.0	1.6	7.1	-3.0	1198	0.0%	0%	i	-3	-0.49	-0.25	-0.38	1.1	0.12	1281	-0.5%
O=C(CN(c1cccc(C(F)(F)F)c1)S(=O)(=O)c1ccc(Cl)c([N+](=O)[O-])c1)NCc1ccccc1Cl	0%	2.7	1.5	9.5	-0.4	1001	0.1%[50 µM]	5%	i	-5	-3.7*	0.53*	-1.9*	-1.7*	?	nt	-2.4%
COc1ccc(-c2nc(CSCC(=O)NCC3CCCO3)c(C)o2)cc1OC (stereo unspecified)	16%	7.5	1.7	1.3	nt	nt	0.4%	-3%	i	-11	-0.7	-0.38	-0.035	0.89	nt	nt	1.7%
CCc1nnc(NC(=O)CCC(=O)N2CCN(Cc3cc(Cl)ccc3OC)CC2)s1	-2%	1.0	1.1	4.9	-2.6	928	0.7%	1%	i	2	-0.25	-0.21	-0.21	0.045	0.05	1011	1.9%
COc1ccc(COC(=O)C2=C(C)NC(=O)NC2c2ccc(O)c(OC)c2)cc1 (stereo unspecified)	-3%	2.4	1.6	3.6	0.1	1163	0.2%	-1%	i	3	-0.39	-0.23	-0.14	0.33	-1.1	1041	-1.2%
O=C(NC1CCN(C(=O)c2cccs2)CC1)c1ccccc1	-3%	nt	nt	nt	0.4	1324	0.0%	4%	nt	nt	-0.015	-0.2	0.025	-0.25	-0.13	1090	nt

Bioassay records deposited in PubChem by several laboratories.
